Rad51 HR inh: Rad51 (human) homologous recombination inhibition | Q06609 | hRad51 DNA strand exchange, fluorescence dequenching | 0.085% of 200,000 active | inhibition, % at 10 µM | AID 1385;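 active = inhibition above 40% at the single screening dose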;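 note: 0% = DMSO control wells and 100% = blanks with heterologous ssDNA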
Target sequence (Q06609 whole entry, looked up): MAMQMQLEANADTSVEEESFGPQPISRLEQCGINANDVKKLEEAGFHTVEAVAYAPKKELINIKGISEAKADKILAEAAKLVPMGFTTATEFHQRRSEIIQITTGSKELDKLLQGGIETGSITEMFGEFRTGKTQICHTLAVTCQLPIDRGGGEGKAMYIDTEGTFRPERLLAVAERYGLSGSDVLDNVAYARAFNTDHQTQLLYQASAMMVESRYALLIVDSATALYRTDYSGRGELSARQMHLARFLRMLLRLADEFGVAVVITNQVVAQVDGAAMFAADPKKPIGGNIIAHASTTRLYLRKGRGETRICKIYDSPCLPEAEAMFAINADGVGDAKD
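material = hRad51 filaments on single-stranded DNA | timing = filaments 15 min 37 °C, then compound 30 min | signal = FRET fluorescence dequenching, excitation 485 nm, emission 520 nm | benchmarks = control wells and blank wells on each plate | evaluation = percent inhibition relative to plate controls and blanks | compound = 10 µM final, single point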
FXIa inh 1536: factor XIa (human) inhibition; P03951; purified FXIa, Boc-Glu-Ala-Arg-AMC fluorogenic substrate; inhibition, % at 5 µM; 0.14% of 220,000 active;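 active = inhibition of at least 40%; inactive = inhibition below 40%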;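 note: fluorescence of freed AMC excited at 355 nm; 0% = enzyme without compound and 100% = no enzyme blank; many of its hits are not listed in these tables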
thrombin 1536: thrombin (human) inhibition | P00734 | alpha-thrombin, Boc-VPR-AMC fluorogenic substrate cleavage | inhibition, % at 5 µM | 0.26% of 220,000 active;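 active = inhibition at or above 40%; inactive = inhibition below 40%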;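 note: 0% = enzyme with no compound and 100% = wells without enzyme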
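System – human alpha-thrombin · Medium – pH 7.5 Tris (50 mM) with NaCl 150 mM, Tween 20 0.05% · Compound – single-point dosing at 5 µM, 0.2% DMSO · Incubation – enzyme reaction carried out at room temperature · Technique – fluorescence of released AMC, ex 355 nm, em 460 nm · Read-out basis – % inhibition of thrombin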
Cl transport mod: KCC2 (human) Cl- transport modulation | Q9H2X9 | KCC2 cells, thallium flux FluoZin-2 fluorescence | B-score of Tl+ flux slope (higher = more flux/activation; lower = inhibition) at 10 µM | 2.2% of 190,000 active | AID 1456;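 active = thallium flux slope and its plate-corrected score both differing from the plate sample mean at a set confidence after two filtering rounds, in either direction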;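 note: slope of fluorescence scaled to starting intensity during 10 to 20 s after thallium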
Furin inhibitor: inhibitors of human furin; purified furin, fluorogenic substrate cleavage; inhibition, % at 30 µM; 0.061% of 220,000 active; P09958; in the data active = inhibition above about 25%; note: inactives centre near -15
Target sequence (P09958 108-714 limits assumed): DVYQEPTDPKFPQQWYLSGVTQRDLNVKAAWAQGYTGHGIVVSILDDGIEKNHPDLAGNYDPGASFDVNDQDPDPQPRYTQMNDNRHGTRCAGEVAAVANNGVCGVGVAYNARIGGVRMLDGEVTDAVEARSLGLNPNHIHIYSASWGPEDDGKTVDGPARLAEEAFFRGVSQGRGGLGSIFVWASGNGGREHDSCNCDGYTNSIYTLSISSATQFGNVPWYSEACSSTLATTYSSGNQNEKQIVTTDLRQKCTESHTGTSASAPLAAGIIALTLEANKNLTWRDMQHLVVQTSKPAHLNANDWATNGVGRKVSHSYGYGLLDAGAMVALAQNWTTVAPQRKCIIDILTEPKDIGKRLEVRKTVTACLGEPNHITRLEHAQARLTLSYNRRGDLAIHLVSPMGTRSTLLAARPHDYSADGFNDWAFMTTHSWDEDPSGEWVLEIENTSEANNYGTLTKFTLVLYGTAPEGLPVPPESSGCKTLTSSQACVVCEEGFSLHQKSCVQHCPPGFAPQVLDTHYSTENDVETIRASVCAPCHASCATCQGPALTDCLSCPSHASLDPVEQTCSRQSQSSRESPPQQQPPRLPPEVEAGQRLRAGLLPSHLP
PERK inhibitor: inhibitors of human PERK kinase; Q9NZJ5; CHO PERK-DD fusion, SEAP luminescence translation reporter; inhibition, % at 5.6 µM; 0.17% of 220,000 active; AID 1416;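 active = inhibition above the mean inhibition of all tested compounds plus 3 SD, set separately per screening campaign, cut at about 2.9% in these data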;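 note: PERK kinase domain activated by AP20187 dimerizer at 100 nM; 0% = DMSO with dimerizer and 100% = rapamycin at 8.4 µM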
KLK5 inh: blocks human kallikrein 5 protease activity; Q9Y337; 0.59% of 210,000 active; AID 873; inhibition, % at 5 µM; recombinant hK5, fluorogenic AMC substrate cleavage;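 active = inhibition of 40% or more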;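 note: 0% = enzyme controls without compound and 100% = no-enzyme blanks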
m-calpain inh: calpain II (pig) inhibition | purified calpain II, fluorogenic peptide substrate, 30 min | inhibition, % at 16 µM | 0.37% of 220,000 active | AID 1236;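 active = inhibition above about 50%, limit read from the data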
FXIIa inh 1536: inhibitors of human coagulation factor XIIa | inhibition, % at 5 µM | 0.3% of 220,000 active | purified FXIIa, Boc-QGR-AMC fluorogenic substrate, 2 h | P00748; in the data active = inhibition above about 40%;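 note: 0% = enzyme with no compound and 100% = blank without enzyme; many of its hits are not listed in these tables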
The depositor's hits bear a star; x = not tested or not shown; [ ] = remark or other dose. Only part of the results is shown; rates above refer to the full screens.

SMILES	Rad51 HR inh	FXIa inh 1536	thrombin 1536	Cl transport mod	Furin inhibitor	PERK inhibitor	KLK5 inh	m-calpain inh	FXIIa inh 1536
CSc1ccccc1C(=O)Nc1cccc(C(C)O)c1 (stereo not drawn)	-2	19	0	0.94	-13[20 µM]	-0.2	-3	3	28
COC(=O)c1ccc(CSc2nc3c(c(=O)n2-c2ccc(C)cc2)SCC3)o1	-3	-6	-8	-2.5	-13	-0.3	-7	8	4
Nc1sc2c([n+]1CCCS(=O)(=O)[O-])CCCC2	0	-1	-12	-0.38	-33	1.3	8	-6	6
CC(C)(C)NC(=O)CSc1nc(O)cc(=O)n1-c1ccccc1	2	4	-1	x	-7[20 µM]	0.3	-14	11	11
Cc1cc(=O)[nH]c2c1c(C)nn2-c1ccccc1	-7	-7	-2	-0.024	-15	1.2	-2	26	3
COc1ccc(NC(=O)COC(=O)CCNS(=O)(=O)c2ccccc2)cc1OC	8	0	-2	0.9	-24	-0.4	-5	-25	7
O=C(Nc1cccc([N+](=O)[O-])c1)Nc1ccc2c(c1)OCCO2	-5	-7	-8	-0.64	-17	-0.3	-5	-22	7
Cn1c(N)c(C(=O)COC(=O)C2CCCCC2)c(=O)n(C)c1=O	-3	-4	-4	0.99	-27[20 µM]	0.1	-6	89*	5
CN(C)S(=O)(=O)c1ccc(Nc2ccc(-c3ccc4c(c3)OCCO4)nn2)cc1	x	-2	2	x	-8[20 µM]	-0.4	-6	15	21
O=C(Nc1ccc(NC(=O)C2CC2)nc1)c1cccs1	-4	-2	0	-0.047	-24	-0.6	20	20	8
CCOc1ncccc1C(=O)OCC(=O)NCCc1ccc(OC)cc1	1	2	1	-0.23	-23	0.7	-6	-11	11
CCOc1cc2[nH]c(=S)n(C3CC3)c(=O)c2cc1OCC	0	-9	-23	1.2	-17	0.3	-4	-12	3
Cc1c(Cl)c([N+](=O)[O-])nn1Cc1ccc(C(=O)NN)o1	21	-4	-8	0.22	-22	-3.0	-5	-6	3
COc1ccc(CCNC(=O)CCNS(=O)(=O)c2cccc3nonc23)cc1OC	5	-1	-1	x	-20[20 µM]	-0.5	-10	1	-14
O=C(c1cccs1)N(c1ccc(Cl)cc1)C1C=CS(=O)(=O)C1 (stereo not drawn)	4	-3	-2	0.91	-7	-0.8	0	4	x
O=C(COc1ncnc2ccccc12)Nc1ccc(S(=O)(=O)N2CCOCC2)cc1	-1	1	3	0.27	-9	0.0	-1	-9	7
Cc1ccc(OCC(=O)Nc2ccc3c4c(cccc24)CC3)c(C)c1	3	8	0	-0.029	-2	1.3	-19	28	16
O=C(NCc1ccccc1)c1ccc(Oc2ccc(C(=O)NCc3ccccc3)cc2)cc1	-6	2	2	x	-21[20 µM]	-0.6	-9	-4	20
CC(C)=C1C2CCC1C1C(=O)N(c3nc(-c4ccc(C(C)C)cc4)c(C)s3)C(=O)C21 (stereo not drawn)	6	-3	0	0.73	-5[20 µM]	-0.4	-5	0	1
Cc1ccc(C)c(N(CC(=O)NCCSCc2ccco2)S(C)(=O)=O)c1	-15	6	3	0.39	-15	0.2	-12	-180	14
COC(=O)C1=CC(C(=O)c2cccs2)=NN(c2ccc(OC)cc2)C1C(=O)OC (stereo not drawn)	-18	7	2	-0.77	-13	0.2	-13	4	18
COc1ccccc1NS(=O)(=O)c1cc(NC(=O)c2cnccn2)ccc1N1CCOCC1	2	-4	-5	x	-13	-1.7	-9	-28	6
N#CCSc1ncnc2sc3c(c12)CCC3	-1	2	-1	0.3	-17	1.2	3	-52	13
CN(C)c1ccc(/C=C2\N=C(c3ccc(Cl)c([N+](=O)[O-])c3)NC2=O)cc1	x	2	1	-1.8	-33	0.8	17	-11	7
CC1CCCCN1C(=O)C1CCCCN1S(=O)(=O)c1cccc([N+](=O)[O-])c1 (stereo not drawn)	6	-7	-5	-0.82	-8	-2.1	-4	-3	-2

(listing goes on)
SMILES	Rad51 HR inh	FXIa inh 1536	thrombin 1536	Cl transport mod	Furin inhibitor	PERK inhibitor	KLK5 inh	m-calpain inh	FXIIa inh 1536
Cc1nc2ccccn2c1C(=O)N=Nc1c(O)[nH]c2ccccc12	-1	-10	-6	-0.016	-1	-1.4	-2	9	2
Cc1cc(C)n2c3c(c(C#N)c2n1)CCCC3	3	2	-10	1.1	-27[20 µM]	1.1	-19	-250	-3
COc1cccc(NS(=O)(=O)c2ccc3[nH]cc(C(=O)NC4CC4)c(=O)c3c2)c1	-28	4	-4	0.38	15[20 µM]	1.6	-14	-43	-5
COc1ccc(OC(C)C(=O)N2CCc3ccccc3C2)cc1 (stereo not drawn)	3	2	-5	0.9	-11[20 µM]	-0.2	-5	-6	-1
O=C(C1=C(c2ccccc2)C(=O)c2ccccc2C1=O)c1ccccc1	11	2	-4	0.44	-33	0.8	-15	11	8
Cc1ccc(NC(=O)Nc2nc3ccccc3s2)cc1NC(=O)Nc1nc2ccccc2s1	10	1	0	1.7	-17	-0.1	0	-58	4
CCOC(=O)C1=C(C)OC(N)=C(C#N)C1c1ccccc1 (stereo not drawn)	2	1	-2	-0.7	-20	1.0	-7	-14	10
COC(=O)c1cccc2c1-c1ccccc1/C2=N/O	x	0	-1	-1.1	-23	1.8	5	-14	11
C=CCn1c(SCC(=O)NCc2ccc3c(c2)OCO3)nnc1-c1cccnc1	10	-4	2	0.63	-12	0.9	-11	-15	2
Cc1ccc(OCC(=O)N/N=C/c2cccn2C)cc1	-6	-2	-7	x	1[20 µM]	0.3	3	-2	-3
CC1=CC(C)(C)NC(=S)N1c1ccc(C)cc1	-5	12	2	-0.57	-18[20 µM]	1.4	8	-73	20
O=C(CN(CCc1ccccc1)S(=O)(=O)c1ccc(Cl)cc1)N/N=C/c1ccccc1C(=O)O	-5	1	-1	-0.11	-5	0.0	7	28	9
CCOC(=O)c1cnn(-c2ncnc3sc4c(c23)CCC4)c1N	-1	14	49*	0.8	-20	0.8	34	5	22
CC(C)c1cc(C(=O)O)on1	-5	4	4	0.057	-19	0.2	1	-30	13
O=C(O)C1CCCN(S(=O)(=O)c2ccc(F)cc2)C1 (stereo not drawn)	-7	8	1	0.048	-15	0.6	-1	5	1
O=C(COC(=O)C12CC3CC(CC(C3)C1)C2)Nc1ccc(OC(F)F)cc1	-7	0	4	-1.1	-9[20 µM]	0.9	0	44	16
CC(=O)Nc1nc2ccccc2n1CCN1CCOCC1	2	7	-1	0.46	-23[20 µM]	0.0	-8	-13	15
Cc1ccc(CNc2nc3c([nH]2)c(=O)n(C)c(=O)n3C)cc1	9	-9	-4	x	-19	0.2	-1	21	-5
O=c1oc2ccccc2nc1/C=C(O)/C=C\c1ccccc1	-69	-13	-7	x	-15[20 µM]	1.1	-1	15	-9
O=C(OCc1nc2ccccc2s1)C1CCN(S(=O)(=O)c2cccs2)CC1	-6	-2	0	x	-24	1.2	4	13	11
COc1ccc(CNCCNC(=O)c2cccs2)cc1OC	-8	-7	-14	0.27	-32	0.0	5	-15	8
CC1CCCC2(C1)NC(=S)c1c(sc3c1CCCC3)N2 (stereo not drawn)	-2	1	5	54*	-5[20 µM]	-0.6	-9	-37	16
CCOc1cccc2c1OC1(CCCCC1)N1N=C(c3cccnc3)CC21 (stereo not drawn)	-30	7	-2	0.29	-12	0.4	-12	-3	10
CCN(CC)c1ccc(C2CC(=O)NC3=C2C(=O)CC(C)(C)C3)cc1 (stereo not drawn)	4	-8	-2	x	-8	-1.4	-11	9	1
O=C(CC1Nc2cccc3cccc(c23)NC1=O)Nc1ccc(F)cc1 (stereo not drawn)	12	-7	-3	0.23	-4	-0.6	-10	-21	6

The results go on.
SMILES	Rad51 HR inh	FXIa inh 1536	thrombin 1536	Cl transport mod	Furin inhibitor	PERK inhibitor	KLK5 inh	m-calpain inh	FXIIa inh 1536
CC(C)(C)NC(=O)NCC1CCCC1NC(=O)NC(C)(C)C (stereo not drawn)	x	6	9	-1.5	-12	1.2	7	-9	9
COC(=O)CCS(=O)(=O)c1ccc(NC(C)=O)cc1	1	0	1	-0.077	-14[20 µM]	-0.3	-10	-22	14
COc1ccc(-n2c(C)nnc2SCC(=O)N2C(C)CCCC2C)cc1 (stereo not drawn)	0	-4	-6	x	-19[20 µM]	0.2	1	8	-3
CCCn1c(NCc2ccc3c(c2)OCO3)nc2ccccc21	1	7	0	-1.5	-21	0.2	-11	-8	-1
COc1cc2c(cc1OC)C(c1ccccc1)N(C(=O)CCl)CC2 (stereo not drawn)	3	3	-1	0.93	-20	0.8	-13	-2	9
Cc1noc(C)c1C(=O)Nc1ccc(Cl)cc1C(F)(F)F	4	-8	1	0.062	-14[20 µM]	0.6	-4	11	8
CS(=O)(=O)N1CCCC(C(=O)Nc2ccc(F)cc2F)C1 (stereo not drawn)	1	-5	-10	-0.027	-26	1.2	-2	-24	3
Nc1ncnc2c1ncn2[C@@H]1O[C@H](CO)C[C@@H]1O	0	x	x	-0.017	x	1.2	x	-21	x
COc1ccc(-n2nc(C)cc2Nc2ccccc2C(=O)O)cc1	4	1	-3	-0.76	-12	-0.5	-1	8	6
O=C(Nc1nc2ccccc2s1)c1cc2c(s1)-c1ccccc1OC2	-7	-2	4	x	-21	1.1	-25	-147	-3
Cc1ccc(C(=O)NC2CCN(CC(=O)NCc3cccs3)CC2)cc1	-9	-1	0	0.47	-11	-0.2	3	-9	12
O=C(Cc1noc2ccccc12)Nc1ccccn1	x	8	-4	-0.41	-11	1.6	-15	-11	7
O=C1CC(c2cccc(Oc3ccccc3)c2)NC(=O)N1 (stereo not drawn)	2	-5	-6	-1.1	-8	1.0	9	11	-6
CC(=O)Nc1ccc(S(=O)(=O)N2CCC(C(=O)O)CC2)cc1	3	1	x	0.0084	-9	0.4	-2	-25	3
CCOC(=O)C1CCN(C(=O)Nc2ccc3nc(-c4ccco4)c(-c4ccco4)nc3c2)CC1	-2	0	1	0.9	-9[20 µM]	1.4	-39	-104	9
CC(=O)Nc1ccc(-n2nnnc2SCC(=O)Nc2cccc(NC(=O)c3ccco3)c2)cc1	-1	-1	-2	0.36	-18	1.0	6	-24	5
CCOc1ccc(-c2nnc(SCC(=O)Nc3cc(C)on3)o2)cc1	-3	10	21	0.06	-4	0.8	16	5	x
NC(=O)C(=O)NN=C1CCC(c2ccccc2)CC1 (stereo not drawn)	8	0	-7	0.35	-16	1.1	-15	17	-7
Cc1ccc(C)c2[nH]c(=O)c(C(c3nnnn3C3CCCC3)N3CCOCC3)cc12 (stereo not drawn)	0	-9	-2	-0.12	1	-1.1	-12	-30	-7

Profiles from above:
O=C(COC(=O)C12CC3CC(CC(C3)C1)C2)Nc1ccc(OC(F)F)cc1 is listed with Rad51 HR inh: -7; FXIa inh 1536: 0; thrombin 1536: 4; Cl transport mod: -1.1; Furin inhibitor: -9[20 µM]; PERK inhibitor: 0.9; KLK5 inh: 0; m-calpain inh: 44; FXIIa inh 1536: 16
O=C(O)C1CCCN(S(=O)(=O)c2ccc(F)cc2)C1 (stereo not drawn) is listed with Rad51 HR inh: -7; FXIa inh 1536: 8; thrombin 1536: 1; Cl transport mod: 0.048; Furin inhibitor: -15; PERK inhibitor: 0.6; KLK5 inh: -1; m-calpain inh: 5; FXIIa inh 1536: 1
COC(=O)c1cccc2c1-c1ccccc1/C2=N/O is listed with Rad51 HR inh: x; FXIa inh 1536: 0; thrombin 1536: -1; Cl transport mod: -1.1; Furin inhibitor: -23; PERK inhibitor: 1.8; KLK5 inh: 5; m-calpain inh: -14; FXIIa inh 1536: 11

Screening results as filed in PubChem.
